STAT1 inh = inhibitors of IFN-gamma induced STAT1 signaling. NIH 3T3 STAT1-luciferase reporter, luminescence. inhibition, % at 5.5 µM. 200,000 compounds, 0.35% hits;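 active means inhibition above a set limit, the mean inhibition across all tested compounds plus 3 SD, cut at about 34% in these data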;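 further: 0% = IFN-gamma with DMSO and 100% = IFN-gamma with 300 µM nifuroxazide; values of inactives mirror those of a sister screen read the other way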
PPARg SRC1 recr = promotes SRC-1 coactivator recruitment by human PPARgamma. P37231. PPARgamma-SRC-1 coactivator recruitment biochemical assay. activation, % at 8 µM. 200,000 compounds, 0.41% hits. AID 631; in the data active means activation above about 19%;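 further: 0% = DMSO and 100% = reference agonist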
TLR4-MyD88 BLA = TLR4-MyD88 interaction inhibition in cells | O00206+Q99836 | HeLa CL3-4 TLR4/MyD88 BLA complementation, FRET ratio | inhibition, % at 8.4 µM | 200,000 compounds, 0.18% hits; in the data active means inhibition above about 25%;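 further: 0% = vehicle and 100% = reference inhibitor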
Target sequence (O00206 whole entry, looked up): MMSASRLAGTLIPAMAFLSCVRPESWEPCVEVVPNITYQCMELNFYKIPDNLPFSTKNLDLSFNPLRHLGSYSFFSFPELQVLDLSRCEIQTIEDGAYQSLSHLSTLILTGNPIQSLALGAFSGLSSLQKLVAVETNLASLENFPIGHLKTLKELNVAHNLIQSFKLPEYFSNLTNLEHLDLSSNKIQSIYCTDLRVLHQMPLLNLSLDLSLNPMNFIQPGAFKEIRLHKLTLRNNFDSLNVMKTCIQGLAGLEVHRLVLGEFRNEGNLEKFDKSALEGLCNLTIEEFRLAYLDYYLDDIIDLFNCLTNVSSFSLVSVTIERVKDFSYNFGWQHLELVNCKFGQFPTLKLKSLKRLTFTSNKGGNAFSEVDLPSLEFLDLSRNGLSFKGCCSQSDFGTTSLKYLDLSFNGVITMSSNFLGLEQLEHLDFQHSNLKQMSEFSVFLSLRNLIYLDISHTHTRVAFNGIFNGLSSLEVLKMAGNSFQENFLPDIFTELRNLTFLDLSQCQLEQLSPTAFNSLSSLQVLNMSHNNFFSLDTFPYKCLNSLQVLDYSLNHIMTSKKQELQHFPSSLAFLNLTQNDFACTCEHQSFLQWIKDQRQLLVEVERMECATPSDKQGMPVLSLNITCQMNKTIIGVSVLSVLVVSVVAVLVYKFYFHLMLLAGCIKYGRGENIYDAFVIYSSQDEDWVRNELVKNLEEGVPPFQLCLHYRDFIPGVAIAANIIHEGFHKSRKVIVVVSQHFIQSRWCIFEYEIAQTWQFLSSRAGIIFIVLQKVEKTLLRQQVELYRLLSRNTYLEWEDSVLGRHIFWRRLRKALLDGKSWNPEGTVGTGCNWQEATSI
Target sequence (Q99836 whole entry, looked up): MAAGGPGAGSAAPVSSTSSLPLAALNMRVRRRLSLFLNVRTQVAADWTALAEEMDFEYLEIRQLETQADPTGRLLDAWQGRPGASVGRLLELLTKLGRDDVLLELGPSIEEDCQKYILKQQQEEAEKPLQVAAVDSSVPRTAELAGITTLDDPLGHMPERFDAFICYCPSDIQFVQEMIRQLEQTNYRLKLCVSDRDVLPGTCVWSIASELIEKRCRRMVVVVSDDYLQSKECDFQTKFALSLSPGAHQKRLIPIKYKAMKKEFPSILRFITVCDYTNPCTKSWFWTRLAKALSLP
S1P3 antagonist = antagonists of human S1P3 receptor; Q99500; CHO S1P3 NFAT-BLA reporter, FRET fluorescence, antagonist mode; inhibition, % at 4.98 µM; 170,000 compounds, 0.27% hits; AID 485;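 active means inhibition above the plate cutoff, the mean inhibition of test wells on that plate plus 3 SD, cut at about 28% in these data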;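 further: cells challenged with S1P at its EC80 of 0.8 µM; blue over green emission ratio from cleaved BLA substrate after 4 h stimulation; 0% = S1P-stimulated wells and 100% = unstimulated DMSO-only wells; some compounds past the cut are filed as inactive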
STAT3 activator = STAT3 signaling activation | AID 871 | 190,000 compounds, 0.91% hits | activation (% of control), % at 5.6 µM | U3A cells, IL-6 STAT3-luciferase reporter, luminescence; 100% = signal with IL-6 EC80 alone;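 active means activation above the screen-wide mean of compound activation plus 3 SD, cut at about 130% in these data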;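 further: 0% = background luminescence of wells with medium and substrate only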
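Test system: Human STAT1-deficient U3A cells with stable STAT3-luciferase reporter | Also added: Interleukin-6, 33 ng/mL | Timing: Compound pre-incubation 1 h before IL-6, then 6 h stimulation at 37 °C | Technique: Luciferase reporter luminescence | Read-out: Percent of IL-6-only median luminescence | Benchmarks: IL-6-only wells as 100% reference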
RAM network inh = inhibitors of the yeast RAM network; 190,000 compounds, 1.8% hits; S. cerevisiae dse1pr::URA3 reporter, 5-FOA growth OD615, 2 d; analog-sensitive cbk1-as2 kinase mutant strain; AID 868; inhibition, % at 50 µM;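 active means inhibition above a set limit, 3 SD over mean compound inhibition, cut at about 8.4% in these data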;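 further: 0% = DMSO-only wells with no growth and 100% = 10 µM 1-NA-PP1 full growth; inhibition rescues growth on 5-FOA so higher OD means more RAM inhibition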
STAT3 blocker = inhibitors of IL-6 induced STAT3 signaling; U3A cells, IL-6 STAT3-luciferase reporter, luminescence; host cell line lacks STAT1; inhibition, % at 5.5 µM; 190,000 compounds, 0.89% hits;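 active means inhibition above the mean inhibition across all screened compounds plus 3 SD, cut at about 44% in these data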;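 further: 0% = DMSO only wells and 100% = 100 µM nifuroxazide control wells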
PPARg SRC-2 ag = promotes SRC-2 coactivator recruitment by human PPARgamma; PPARgamma LBD-SRC-2 recruitment, biochemical; activation, % at 8 µM; 200,000 compounds, 0.34% hits; AID 1032; in the data active means activation above about 22%;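 further: 0% = vehicle and 100% = reference agonist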
ROMK mod = modulates human ROMK potassium channel activity. P48048. Tet-inducible ROMK, thallium flux fluorescence; actives lie on both sides. B-score at 10 µM. 130,000 compounds, 2% hits. AID 1918;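 active means signal ratio slope over the read window, or its plate-corrected B-score, at least 3 SD from the plate mean, either direction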;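 further: B-score of the F/F0 ratio slope over 7 to 12 s after thallium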
TR-FRET SRC-2 ct = counter-screen for PPARgamma SRC-2 recruitment agonists: TR-FRET artefact; stronger effect = higher value; TR-FRET ratio at 8 µM; 200,000 compounds, 0.4% hits; AID 1049; in the data active means TR-FRET ratio above about 2000; further: inactives centre near 1500
PPARg SRC3 recr = agonists of human PPARgamma SRC-3 coactivator recruitment; activation, % at 8 µM; P37231; 200,000 compounds, 0.26% hits; biochemical PPARgamma/SRC-3 coactivator recruitment assay; in the data active means activation above about 23%;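 further: 0% = DMSO and 100% = reference agonist; some compounds past the cut are filed as inactive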
An asterisk follows results filed as active; · = not tested or not shown. Rows were taken by chance; about 5.6% have a hit in one of these screens.

SMILES	STAT1 inh	PPARg SRC1 recr	TLR4-MyD88 BLA	S1P3 antagonist	STAT3 activator	RAM network inh	STAT3 blocker	PPARg SRC-2 ag	ROMK mod	TR-FRET SRC-2 ct	PPARg SRC3 recr
C=CCC1C=C(C)CC(CC=C)N1 (stereo not drawn)	5.1	-1.7	2.8	-8.4	96.0	0.8	12.7	-2.0	0.000645	1704	3.2
Cc1ccc(C2CC2c2n[nH]c(=S)n2-c2ccc(C)cc2)cc1 (stereo not drawn)	6.5	9.5	-14.8	·	95.0	-0.1	9.4	12.6	0.0599	1656	5.3
CC(OC(=O)CCc1nc2ccccc2c(=O)[nH]1)C(=O)NC1CCCC1 (stereo not drawn)	15.4	1.7	-7.0	12.5	97.7	-0.2	-1.5	-0.2	·	1449	1.3
Clc1nc(-c2ccccc2)cc(-c2ccccc2)n1	9.1	7.7	-6.9	1.3	98.5	1.6	-3.3	-4.1	·	1575	-2.1
O=C(NCCc1ccccc1)c1cc(=O)[nH]c2ccccc12	10.6	-4.2	-6.9	-5.3	87.1	5.0	18.1	-3.4	0.371	1571	-5.2
O=C(CC(c1ccccc1)(c1ccccc1)c1ccccc1)N[C@@H](Cc1ccc(O)cc1)C(=O)O	2.4	1.6	-2.1	-9.5	·	1.8	·	4.3	·	1625	1.9
O=C(O)C1(c2cccc(Cl)c2)CCC1	-6.1	0.3	6.6	-8.1	104.8	0.4	-5.6	-3.2	·	1411	2.6
Cn1c(=O)c([N+](=O)[O-])c(Oc2ccccc2)c2ccccc21	2.8	-5.5	-0.2	-31.4	132.1	0.6	-33.5	-3.4	·	1435	3.1
CCOC(=O)c1c(NC(=O)C2CCCO2)sc2c1CCC2 (stereo not drawn)	-1.9	-3.7	-0.2	·	97.2	1.1	3.3	-6.7	-0.747	1357	1.5
O=C(COc1ccc(Cc2ccccc2)cc1)c1ccc(F)cc1	4.0	12.5	-20.1	7.2	97.9	-0.3	2.7	2.0	-0.283	1725	-0.4
CN(C)CCCN(C(=O)c1cccc(N2C(=O)CCC2=O)c1)c1nc2cc3c(cc2s1)OCO3	-7.0	2.6	-9.8	4.4	103.6	-1.1	0.5	1.3	-0.281	1685	-0.9
O=C(c1cccc(F)c1)N1CCc2ccccc21	2.6	7.5	9.7	·	145.5*	1.4	-52.8	-1.4	0.0714	1541	3.8
COc1cccc(-c2cc(C(=O)Nc3cnn(Cc4ccccc4C)c3)no2)c1	1.8	-2.3	5.6	-4.4	80.9	5.4	30.5	2.1	·	1455	-0.3
COc1ccc(NC(=O)CSc2nccn2-c2ccccc2)c(OC)c1	-8.6	-4.4	-9.0	-37.9	104.7	0.5	-1.2	-3.9	·	1607	-1.7
COc1ccc(-c2nc3ccc(C(=O)NCC(OC)OC)cc3nc2-c2ccc(OC)cc2)cc1	6.7	1.0	2.3	5.7	98.6	-0.3	9.2	-2.3	0.915	1612	6.3
COc1ccc(C(=O)NC(Nc2ccc(C)cc2)C(Cl)(Cl)Cl)cc1 (stereo not drawn)	22.1	1.2	-6.4	43.5*	72.9	2.2	32.0	2.4	·	1699	2.2
CCCCNC(=O)OC(C)CNC(=O)Oc1cccc(C)c1 (stereo not drawn)	2.4	-3.1	-1.0	-14.5	98.8	1.2	7.8	9.7	-0.614	1485	-2.3
Cc1cc(Br)c(NC(=O)c2ccccc2[N+](=O)[O-])cc1C	4.1	3.0	-22.6	-8.5	93.2	2.4	16.3	-8.6	0.323	1473	2.0
CCOC(=O)CNC(=O)Nc1ccccc1C(=O)OC	1.9	0.6	3.3	·	101.7	0.9	-3.7	9.2	1.03	1676	-4.6
CCN(CC)C(=O)CSc1nc2cc3c(cc2c(=O)n1Cc1ccco1)OCO3	16.4	3.5	-1.0	-10.4	100.7	2.9	-0.3	-5.1	0.0688	1662	-2.0
CCOC(=O)CNC(=S)N(CCCN1CCCCCC1)Cc1cccs1	6.7	4.6	-9.8	-1.6	90.8	4.9	15.4	5.0	-2.74	1617	6.5
O=C1c2ccccc2NC(c2c(Cl)cccc2Cl)N1Cc1ccccc1 (stereo not drawn)	3.4	-7.4	8.8	·	94.3	6.2	8.7	-11.8	·	1453	-4.0
Cc1cc(C)nc(SCC(=O)NC2=NN=C(c3ccc(Br)cc3)CS2)n1	1.5	-0.2	-10.2	·	97.7	2.0	13.9	-2.1	·	1542	4.7
O=C(CSc1nnnn1-c1ccccc1)c1ccco1	-9.8	7.2	-4.0	-14.1	96.7	0.3	8.8	3.1	-0.0354	1740	3.6
O=[N+]([O-])c1cc(/C=N/O)ccc1Oc1cccc(Cl)c1	-4.4	4.3	13.2	0.8	107.7	-2.2	-2.2	8.0	-0.888	1674	-1.5
CCOC(=O)c1ccccc1OCc1cc(/C=N/n2cncn2)ccc1OC	1.1	2.5	-10.1	·	94.7	1.9	10.7	9.4	-0.0492	1607	7.9
CCN1C(=O)c2ccccc2S(=O)c2ccc(C(=O)N3CCCCCC3)cc21 (stereo not drawn)	-13.2	1.6	4.2	-5.3	97.3	-0.6	8.1	1.8	·	1493	3.7
CC(C)OCCCNC(=O)C1CCC(CNS(=O)(=O)c2ccc(Cl)cc2)CC1 (stereo not drawn)	-5.9	-1.8	5.7	6.0	106.4	1.3	1.7	2.3	0.263	1537	-0.8
Cc1cc(NCCCN2CCOCC2)n2nc(C)c(-c3ccc(F)cc3)c2n1	4.1	12.5	4.4	-7.0	103.4	0.2	6.0	-3.9	·	1541	-5.5
CC(=O)Nc1ccc(NC(=O)C2CC(=O)N(c3cccc(Cl)c3)C2)cc1 (stereo not drawn)	5.6	12.8	0.6	-14.1	97.5	4.9	5.4	-2.7	-0.0307	1732	2.0

Random excerpt: five entries already listed.
SMILES	STAT1 inh	PPARg SRC1 recr	TLR4-MyD88 BLA	S1P3 antagonist	STAT3 activator	RAM network inh	STAT3 blocker	PPARg SRC-2 ag	ROMK mod	TR-FRET SRC-2 ct	PPARg SRC3 recr
CCOC(=O)CNC(=O)Nc1ccccc1C(=O)OC	1.9	0.6	3.3	·	101.7	0.9	-3.7	9.2	1.03	1676	-4.6
CCN(CC)C(=O)CSc1nc2cc3c(cc2c(=O)n1Cc1ccco1)OCO3	16.4	3.5	-1.0	-10.4	100.7	2.9	-0.3	-5.1	0.0688	1662	-2.0
COc1ccc(C(=O)NC(Nc2ccc(C)cc2)C(Cl)(Cl)Cl)cc1 (stereo not drawn)	22.1	1.2	-6.4	43.5*	72.9	2.2	32.0	2.4	·	1699	2.2
COc1ccc(-c2nc3ccc(C(=O)NCC(OC)OC)cc3nc2-c2ccc(OC)cc2)cc1	6.7	1.0	2.3	5.7	98.6	-0.3	9.2	-2.3	0.915	1612	6.3
Cc1cc(Br)c(NC(=O)c2ccccc2[N+](=O)[O-])cc1C	4.1	3.0	-22.6	-8.5	93.2	2.4	16.3	-8.6	0.323	1473	2.0

Going on with the list.
SMILES	STAT1 inh	PPARg SRC1 recr	TLR4-MyD88 BLA	S1P3 antagonist	STAT3 activator	RAM network inh	STAT3 blocker	PPARg SRC-2 ag	ROMK mod	TR-FRET SRC-2 ct	PPARg SRC3 recr
NC(=O)c1ccccc1OCC(=O)NC12CC3CC(CC(C3)C1)C2	-2.5	0.2	-2.4	·	97.2	1.2	10.6	9.2	·	1596	3.7
CCOC(=O)Cn1nc(-c2ccc(C)cc2)c2ccccc2c1=O	-9.4	1.1	2.7	14.0	103.4	1.0	-1.7	4.0	-0.0219	1541	-0.5
c1ccc2[nH]c(NCc3ccc4c(c3)OCO4)nc2c1	-9.1	-6.0	4.4	-6.3	106.1	2.2	-4.7	5.9	-0.79	1505	-3.0
Cc1nnc(NC(=O)COc2ccc3c(C)cc(=O)oc3c2)s1	1.3	-5.9	-11.9	·	107.4	-0.7	-8.6	-3.6	1.5	1458	-11.5
C=CCN(CC=C)C(=O)c1cc(Cl)ccc1[N+](=O)[O-]	5.2	4.7	-11.2	-5.6	93.2	-1.2	5.7	4.3	-0.304	1786	2.2
CC(C)N(C(=O)c1ccc2nc(-c3ccccc3)c(-c3ccccc3)nc2c1)C(C)C	-1.1	4.8	0.5	-12.8	106.1	5.8	-9.2	12.1	1.32	1523	3.2
CC1CCCC(C)N1NC(=O)c1ccc(Cl)c(S(N)(=O)=O)c1 (stereo not drawn)	-0.9	-1.1	9.0	·	103.9	0.3	1.5	1.9	-0.454	1618	-7.4
COc1cc(CNCc2cccs2)cc(Br)c1OC	-2.6	0.5	-5.9	·	92.1	1.2	15.4	-1.1	-1.21	1430	-9.2
Cc1cccc(NC(=S)Nc2ccc(Br)cc2)c1	11.4	8.3	-18.5	·	101.5	-0.9	8.4	-5.2	·	1495	-3.0
CSc1sc(C)cc1C=O	-4.4	8.4	-4.6	0.6	99.2	1.2	3.0	1.9	2.66	1588	1.9
CCN(CC)c1ccc(NC(=O)c2cc(Cl)ccc2OC)cc1	5.1	7.9	-2.9	·	162.2*	1.2	-62.5	15.6	1.26	1757	4.9
CCN1CCN(CCCNc2ncnc3nc[nH]c23)CC1	-0.5	4.5	9.2	10.5	99.7	1.6	0.6	2.7	·	1575	5.0
O=C(O)CC(NC(=O)c1sc2ccccc2c1Cl)c1ccc(OC2CCCC2)cc1 (stereo not drawn)	-6.4	4.1	10.9	-34.0	109.0	9.6*	-5.3	4.0	1.37	1717	5.2
Cn1c(N)c(S(=O)(=O)N2CCN(C(=O)c3ccco3)CC2)c(=O)n(C)c1=O	-6.1	4.1	-2.6	-18.3	106.9	0.2	-4.7	-1.7	·	1515	0.0
CC(C)Oc1ccc(/C(O)=C2/C(=O)C(=O)N(CCN(C)C)C2c2ccco2)cc1 (stereo not drawn)	-14.2	-6.7	-1.3	·	104.1	-0.3	2.8	-4.5	0.52	1601	-7.9
Cc1cc(N2CCOCC2)nc(-c2ccccc2O)n1	-13.1	6.7	-9.3	1.4	97.4	1.2	0.6	3.8	-0.323	1566	0.3
CC(CNS(=O)(=O)c1ccccc1)(c1ccccc1)N1CCOCC1 (stereo not drawn)	-3.4	1.2	-0.5	-8.1	97.0	-0.1	-0.7	-5.2	·	1435	-2.0
Cc1noc(NS(=O)(=O)c2ccc(NC(=O)CCC3CCCCC3)cc2)c1C	-19.6	1.0	-2.7	-28.5	100.4	4.6	-0.9	4.5	·	1694	-1.4
CCc1cc[n+](-c2nc([O-])sc2C=O)cc1	-0.2	1.1	-19.6	·	97.5	1.5	7.3	10.0	·	1677	12.9
CC1CC(C)CN(S(=O)(=O)c2ccc3c(c2)oc(=O)n3CC(=O)N2CCOCC2)C1 (stereo not drawn)	-8.1	-1.7	1.6	-22.4	93.2	1.3	16.4	-5.9	·	1271	-5.5
COc1cccc(NC(=O)C(Sc2nnc(-c3ccncc3)n2-c2ccc(Cl)cc2)c2ccccc2)c1 (stereo not drawn)	4.3	8.2	2.6	-17.0	111.8	8.4	-17.5	18.8	-0.309	1749	9.1
Cc1onc(C(=O)NCc2cccs2)c1[N+](=O)[O-]	-5.0	1.9	1.4	-5.3	88.6	0.2	23.0	8.8	0.553	1728	-1.6
